Assay outcomes: PubChem, National Center for Advancing Translational Sciences (NCATS)
AmpC detergent: inhibitors of E. coli AmpC beta-lactamase with detergent | P00811 | AmpC hydrolysis of nitrocefin, absorbance 480 nm, 0.01% Triton | Potency, µM (doses to about 114 µM), inactives show at the highest dose activity change, negative = inhibition, actives largely listed as inhibitors | actives 0.041% (n = 370,000);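 also: potency is read from the fitted curve at half-maximal effect; 0% = no-compound wells and -100% = no-enzyme wells; nearly all actives have a fitted effect of over 25% in size; some results filed as inactive show a strong effect at the top dose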
Target sequence (P00811 whole entry, looked up): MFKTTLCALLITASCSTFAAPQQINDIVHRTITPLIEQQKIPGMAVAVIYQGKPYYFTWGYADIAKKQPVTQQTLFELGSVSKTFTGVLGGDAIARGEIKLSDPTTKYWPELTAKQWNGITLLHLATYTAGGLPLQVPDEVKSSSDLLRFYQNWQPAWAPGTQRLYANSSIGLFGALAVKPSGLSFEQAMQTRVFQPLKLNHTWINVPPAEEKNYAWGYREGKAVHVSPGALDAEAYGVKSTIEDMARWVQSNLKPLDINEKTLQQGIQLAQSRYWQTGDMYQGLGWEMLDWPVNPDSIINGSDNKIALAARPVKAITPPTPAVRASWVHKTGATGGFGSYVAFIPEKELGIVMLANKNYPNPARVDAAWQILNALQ
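20 mM phosphate pH 7.0 + 0.01% (detergent screen) or 0.0001% Triton X-100; 5.3 nM AmpC reagent; cpd preinc 15 min RT; nitrocefin (800 uM stock) to start; A480 q20 s × 4 min; Activity was normalised to no-enzyme and no-compound control wells.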
AmpC no deterg: blocks E. coli AmpC beta-lactamase in detergent-free assay. P00811. AmpC nitrocefin hydrolysis, absorbance 480 nm, 0.0001% Triton. Potency, µM (series often up to 57.1 µM), for the others: top-dose activity change, negative = inhibition, most hits filed as inhibitors. actives 0.52% (n = 330,000);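 also: potency is read from the fitted curve at half-maximal effect; plate controls were no compound for no effect and no enzyme for full effect; nearly all actives have a fitted effect of over 20% in size; some results filed as inactive show a strong effect at the top dose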
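20 mM phosphate pH 7.0 + 0.01% (detergent screen) or 0.0001% Triton X-100; 5.3 nM AmpC reagent; cpd preinc 15 min RT; nitrocefin (800 uM stock) to start; A480 q20 s × 4 min; Activity was normalised to no-enzyme and no-compound control wells.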
AMA1-RON2 inh: AMA1-RON2 (P. falciparum) interaction inhibition; AlphaScreen AMA1-biotinylated RON2 peptide binding; Potency, µM (top dose mostly 58.2 µM), for the others: at the highest dose activity change, negative = inhibition, usual class: inhibitors; actives 0.2% (n = 360,000);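 also: potency is read from the fitted curve at half-maximal effect; 0% = vehicle wells and -100% = peptide control; nearly all actives have a fitted effect of over 45% in size; some results filed as inactive show a strong effect at the top dose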
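AMA1 (3D7) with his tag at 25 nM final met compounds first, then biotinylated RON2 peptide at 25 nM; detection used donor plus acceptor beads, 10 µg/mL apiece, read by AlphaScreen after 30 min at room temperature.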
Tb PYK inh: blocks Trypanosoma brucei pyruvate kinase; Q57TT1; TbPYK enzyme, Kinase-Glo Plus ATP luminescence, 45 min; Potency, µM (highest dose often 76.8 µM), inactives show at the top dose activity, negative = inhibition, hits mostly inhibitors; actives 0.12% (n = 410,000); AID 624173; also: potency is read from the fitted curve at half-maximal effect; nearly all actives have a fitted effect of over 50% in size
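Screened from lowest to highest concentration, compounds were pinned into TbPYK/substrate mixtures, and ADP (130 uM final) was added. Plates sat at room temperature for 45 min prior to Kinase-Glo Plus detection by luminescence.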
LmPK inhibitor: LmPK (Leishmania mexicana) enzyme inhibition. Q27686. purified LmPK, Kinase-Glo ATP luminescence, 1 h. Potency, µM (top dose mostly 57.5 µM), for the others: top-dose activity change, negative = inhibition, actives largely listed as inhibitors. actives 0.37% (n = 290,000); also: potency is read from the fitted curve at half-maximal effect
Target sequence (Q27686 whole entry, looked up): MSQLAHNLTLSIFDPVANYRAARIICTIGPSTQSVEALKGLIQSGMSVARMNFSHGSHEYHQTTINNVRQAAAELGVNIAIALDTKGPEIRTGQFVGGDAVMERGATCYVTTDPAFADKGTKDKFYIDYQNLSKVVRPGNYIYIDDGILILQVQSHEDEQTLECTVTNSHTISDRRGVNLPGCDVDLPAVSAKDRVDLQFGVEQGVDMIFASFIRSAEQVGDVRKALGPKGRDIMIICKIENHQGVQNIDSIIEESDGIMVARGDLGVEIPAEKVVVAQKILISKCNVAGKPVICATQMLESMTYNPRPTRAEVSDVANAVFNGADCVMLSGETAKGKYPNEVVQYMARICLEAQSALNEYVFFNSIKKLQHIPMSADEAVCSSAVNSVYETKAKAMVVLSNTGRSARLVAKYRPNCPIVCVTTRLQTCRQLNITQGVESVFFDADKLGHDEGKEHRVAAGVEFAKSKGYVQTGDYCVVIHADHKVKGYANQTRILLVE
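In 50 mM imidazole pH 7.2 with 7 mM MgCl2, LmPK (0.1 nM) turned over PEP (0.5 mM) and ADP (0.1 mM) for 1 h at room temperature. Luciferase read-out of ATP.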
HCV inh: inhibitors of hepatitis C virus infection; Huh7.5.1 HCVcc-Cre infection, luciferase reporter, 44 h; Potency, µM (top dose mostly 41.8 µM), for inactives: at the highest dose activity change, negative = inhibition, hits mostly inhibitors; actives 3.4% (n = 340,000); AID 651820; also: potency is read from the fitted curve at half-maximal effect
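Infectious HCVcc-Cre (~0.5 moi) was added to cells just after compound, with cells seeded 4 h earlier at 1,000 per well. Luciferase activity after 44 h culture reported infection; substrate was incubated 15 min at room temperature before reading.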
HCMV antiviral: inhibitors of human cytomegalovirus; HFF cells, HCMV-luciferase reporter, 72 h; stronger effect = lower value; activity change, negative = inhibition, % at 57.5 µM; actives 4.5% (n = 410,000); in the data active = activity change below about -60%; inconclusive = no clear call, values can overlap the other calls; inactive = above about -39%
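Compounds were evaluated in HFFs infected with an HCMV luciferase reporter virus (MOI 1 PFU/cell). Luciferase in lysates collected 72 h post infection served as the replication measure.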
The depositor's hits bear a star; ? = inconclusive; . = no result given; [ ] = another dose, or the depositor's remark. Unless noted, calls follow the shape of the dose curve; as a rule, active = well fitted curve in the direction sought with a large enough effect; inconclusive = small, poorly fitted or top-dose-only effect, or another doubt; inactive = no such curve, though single readings can be large; an effect the other way counts as inactive or inconclusive. Unless noted, % is scaled to controls: 0 for no effect and ±100 for the full control effect.

SMILES	AmpC detergent	AmpC no deterg	AMA1-RON2 inh	Tb PYK inh	LmPK inhibitor	HCV inh	HCMV antiviral
C=CCn1c(SCC(=O)NCC2CCCO2)nc2sc(C)c(C)c2c1=O (configuration not stated)	4%	-16%	7%	-8%	0%	-24%	13
COc1ccc(-c2nnn3c2nc(NCc2ccc(C)cc2)c2ccccc23)cc1	1%	.	.	-2%	.	.	30
CC(C)C(=O)Nc1ccc(-c2nc3cccnc3o2)cc1	-16%	-3%	-4%	-2%	-7%	?	32
CN(CC(=O)Nc1ccc(C#N)cc1)CC(=O)Nc1ccc(N2CCOCC2)cc1	-8%	-42%	4%[11.6 µM]	-5%	3%	10%	-11
COc1nc(Nc2ccc3c(c2)OCO3)nc(OC)n1	?	-10%	8%	-1%	-1%	2%	44
Cc1oc(-c2cccc(F)c2)nc1CN(Cc1ccccc1)C[C@@H]1CCC(=O)N1	9%	191%[activator]	-2%	2%	-2%	2%	-20
Cc1ccccc1NC(=O)c1sc2nc(-c3ccncc3)ccc2c1N	9%	.	.	-7%	.	.	?
Cc1ccc(NC(=O)c2c(C)oc3ccc(O)c(CN4CCOCC4)c23)cc1	4%	.	.	2%	.	.	17
Nn1c(SC/C=C/c2ccccc2)nnc1-c1ccncc1	-1%	.	-5%	-12%	1%	15%	-69*
CCN(CC)c1ccc(/C=C2/C(=O)c3ccc(C(=O)O)cc3C2=O)cc1	-12%	-38%	-9%[11.6 µM]	?	?	1%	10
COCc1cc(=O)[nH]c(Nc2nc3ccc(C)cc3o2)n1	-12%	6%	?	-14%	-6%	?	-102*
CCC1CN(C(=O)Nc2cc(C)ccc2OC)c2cc(Cl)ccc2O1 (configuration not stated)	10%	.	.	2%	.	.	-61*
CCOc1ccc(NC(=O)c2sc3nc(-c4ccc(OC)cc4)cn3c2C)cc1	2%	.	.	-21%	.	.	40
CCOc1ccc(CCNC(=O)COC(=O)c2ccc[nH]c2=O)cc1OCC	.	-18%	0%	2%	.	-2%	-11
NNC(=O)c1cccc(COCC(F)(F)C(F)F)c1	0%	-17%	91%[activator]	-6%	-8%	11%	11
COC(=O)c1ccc(NC(=O)C2(S(=O)(=O)c3ccc(C)cc3)CC2)cc1	11%	.	.	-2%	.	.	8
O=C(NCCN1CCCCC1)c1ccc(/C=N/O)nc1	?	-7%	42%[activator]	3%	10%	-2%	1
Cc1ccc(S(=O)(=O)N2CCC(C(=O)NNC(=O)c3ccccc3)CC2)cc1	-11%	-10%	28%	-1%	-3%	-1%	-34
CCCc1nccn1S(=O)(=O)c1cc(OC)ccc1OC	2%	-7%	1%	3%	-1%	12%	-22
CC1(C(=O)Nc2cccc3ccccc23)CCN1C(=O)Cc1ccc(Cl)cc1Cl (configuration not stated)	.	.	-4%	0%	.	.	4
CCc1ccc(OCC(=O)Nc2nnc(C3CCCC3)s2)cc1	1%	-29%	14%	7%	-6%	18%	-34
Cn1c(CNC(=O)c2ccco2)nnc1SCC(=O)Nc1ccc(Cl)cc1	0%	-20%	-3%	-12%	.	6%	-4
O=C(Nc1cc2c3c(c1)CC(=O)N3CCC2)c1ccc(F)cc1	-5%	-26%	-5%	1%	.	4%	29
C/C(=N\Oc1cccc(F)n1)c1ccc(Cl)cc1Cl	?	-53%	24%	-6%	-1%	-4%	-34
O=C(CCS(=O)(=O)Cc1ccccc1F)NCCCN1CCCCC1	6%	-5%	-4%	0%	6%	12%	-32

(more compounds)
SMILES	AmpC detergent	AmpC no deterg	AMA1-RON2 inh	Tb PYK inh	LmPK inhibitor	HCV inh	HCMV antiviral
Fc1ccc(-n2nnc(-c3ccccc3Cl)n2)cc1	-1%	-16%	10%	-2%	1%	13%	-29
COc1ccc(-c2csc(-n3cccn3)n2)cc1	-4%	-21%	3%	12%	-1%	-25%	98
COc1ccc(-n2c(SCC(=O)Nc3cc(C)cc(C)c3)nc3c(oc4ccccc43)c2=O)cc1	24%	.	.	1%	.	.	-3
Cc1cn(S(=O)(=O)c2ccccc2[N+](=O)[O-])cn1	0%	-13%	-22%	7%	7%	4%	-9
CN1CCN(c2nc3c(c(=O)[nH]c(=O)n3C)n2Cc2ccc([N+](=O)[O-])cc2)CC1	-8%	-9%	0%	3%	0%	6%	63
Cc1cccc(N(C)S(=O)(=O)c2ccc3c(c2)CCC(=O)N3)c1	2%	-24%	29%	0%	9%	1%	43
Cc1cc(C)c2c(C)c(C(=O)NCc3ccncc3)oc2c1	-8%	46%	-5%	-12%	1%	2µM*	-6
CCOC(=O)C1CCN(c2ncnc3c2c(-c2ccccc2)cn3-c2ccc(C)c(Cl)c2)CC1	-2%	.	.	0%	.	.	-18
COc1ccc(-n2ncc3c(N4CCC(C(N)=O)CC4)ncnc32)cc1	4%	-10%	2%	9%	8%	-1%	89
O=[N+]([O-])c1ccc(N2CCN(S(=O)(=O)c3ccc(Cl)cc3)CC2)cc1NCc1cccnc1	-7%	-19%	-15%	0%	-1%	3%	-29
CC(=O)c1cccc(-c2ccnc3c2CC(C(=O)Nc2ccc4c(c2)OCO4)O3)c1 (configuration not stated)	.	.	-24%	0%	.	.	-29
O=C(CNCC1CCCO1)Nc1ccc(N2CCCCCC2)cc1 (configuration not stated)	-6%	28%	?	19%	-8%	-11%	33
COc1cc(/C=C2\CC/C(=C\c3ccc(OCCO)c(OC)c3)C2=O)ccc1OCCO	-4%	183%[activator]	-5%	-5%	6%	?	?
Cc1nc2ccc(OC(=O)c3ccccc3)cc2s1	1%	-2%	13%	0%	-1%	15%	57
CC(C)NC(=O)c1ccc(-c2cccc(C(F)(F)F)c2)o1	0%	54%[activator]	5%	1%	5%	-5%	5
CCOC(=O)[C@]12CCC=C1N(Cc1ccc(Cl)cc1Cl)C(=O)[C@H](CC(=O)NCCC(C)C)C2	.	.	-7%	2%	.	.	-5
COC(=O)c1cc2c(C)nn(C)c2s1	-10%	-3%	5%	4%	-6%	9%	-2
Cc1c(C)c2c(OCC(=O)Nc3cccnc3)cc3c(c2oc1=O)CCC(C)(C)O3	-15%	-20%	-13%	-4%	-3%	-5%	15
CC(=O)Nc1ccc(NC(=O)c2ccc(NS(=O)(=O)c3cc(C(C)(C)C)cc(C)c3C)cc2)cc1	-2%	-46%	-13%	4%	1%	?	8
CC(O)CNc1nc(Cl)c(C#N)s1 (configuration not stated)	-5%	-9%	-4%	2%	-3%	10%	?
COP(=O)(OC)C(NC(=O)c1ccc(C)cc1)C(Cl)(Cl)Cl (configuration not stated)	5%	-5%	?	-4%	-13%	-8%	58
Nc1nc(N2CCN(C(=O)c3ccco3)CC2)nc2ccc(Br)cc12	-17%	-31%	-3%	-9%	-5%	11µM*	.
COc1ccc(CCN(C)Cc2c(O)ccc3cc(Br)ccc23)cc1OC	-2%	40%	2%	-8%	10%	-20%	-77*
Cc1cccc(NC(=O)CSc2nc3ccc(NC(=O)c4ccccc4)cc3s2)c1	6%	.	.	3%	.	.	-2
CCCCN1C[C@H](Cc2ccccc2)[C@@H](CC(=O)NCc2ccc(OC)cc2)C1=O	?	101%[activator]	9%	0%	-1%	?	-16

Additional results follow:
SMILES	AmpC detergent	AmpC no deterg	AMA1-RON2 inh	Tb PYK inh	LmPK inhibitor	HCV inh	HCMV antiviral
CC(C)CN(C1CCS(=O)(=O)C1)S(=O)(=O)c1ccc2ccccc2c1 (configuration not stated)	0%	0%	12%	-7%	.	-7%	-17
Cn1c(SCC(=O)c2ccccc2)ncc(C(=O)Nc2ccccc2)c1=O	2%	-22%	35%[activator]	-2%	.	-12%	26
CCC(CC)NC(=O)CN1CCN(S(=O)(=O)c2cccs2)CC1	-15%	-7%	-3%	-4%	.	-4%	-34
O=C(COC(=O)c1cccc(Cl)c1)Nc1cc(Cl)ccc1Oc1ccccc1	-2%	-4%	14%	6%	3%	0%	-30
Clc1cccc(-c2ccc(C=Nc3ccc(N4CCOCC4)cc3)o2)c1	?	-6%	?	4%	-3%	29%	?
CCCCNC(=O)C1c2ccccc2OCC(=O)N1Cc1cccnc1 (configuration not stated)	.	.	3%	1%	.	.	-9
CCc1ccc(/C=C2/SC(=S)N(CC(=O)Nc3nc4ccccc4s3)C2=O)cc1	-2%	-44%	104%[activator]	-5%	-2%	-17%	52
CCOc1cc(C=C(C#N)C#N)ccc1Oc1ccc([N+](=O)[O-])cn1	2%	-37%	-13%	-6%	-1%	-21%	11
Cc1nn(CC(=O)NCc2cccc(Br)c2)c(=O)c2c1sc1ccccc12	20%	.	.	2%	.	.	6
CC(C)OC(=O)CCC1(C(=O)O)CCC(=O)NC1 (configuration not stated)	2%	-15%	5%	-28%	-3%	20%	-20
Cc1ccc(OCC(=O)N(Cc2sccc2C)C2CCS(=O)(=O)C2)cc1 (configuration not stated)	17%	.	.	4%	.	.	-3
COc1cc2oc(=O)c(CC(=O)N3CCCCC3)c(C)c2cc1OC	-4%	.	.	3%	.	.	-15
COc1cc(OC)cc(C(=O)NCCNC(=O)c2ccccn2)c1	-3%	-14%	21%	0%	0%	9%	-14
O=[N+]([O-])c1cccc(NN=Nc2ccccc2)c1	-21%	-36%	-15%	-5%	8%	?	84
COc1ccc(C2=NS(=O)(=O)N(C)C(C(=O)NCc3ccc4c(c3)OCO4)=C2)cc1	-17%	-29%	-1%	-3%	0%	1%	11
CC(=O)c1ccccc1NS(=O)(=O)c1c(C)nn(-c2ccccc2)c1C	?	6%	-1%	-19%	4%	?	?
CC(=O)c1ccc(NC(=O)CN(C)S(=O)(=O)c2cnc[nH]2)cc1	-4%	.	.	-13%	.	.	-4
CCOCCCNC(=S)NCCNc1nc2c(C)cccc2cc1C#N	0%	139%[activator]	9%	-8%	6%	-24%	.
COc1ccc(-c2ccc(CCC(=O)O)n2-c2cc(OC)ccc2OC)cc1	.	.	-8%	-4%	.	.	11
